GPR55 beta-arrestin: GPR55 agonists via beta-arrestin recruitment, primary screen, imaging, U2OS cells, beta-arrestin-GFP redistribution (AID 1961); U2OS GPR55 beta-arrestin-GFP redistribution imaging; higher % means a stronger effect; actives 0.048% (n = 290,000); activation, % at 10 µM, or EC50 in µM where a hit was titrated;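 active = activation above 40% with more than 50 cells counted in the well; inconclusive = wells holding fewer than 50 cells, flagged as toxic or sparse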;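 also: U2OS osteosarcoma cells stably expressing GPR55 and beta-arrestin-GFP; plate controls were DMSO negative control for no effect and LPI positive control for full effect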
West Nile virus CPE: West Nile virus antiviral activity, cell-based, CPE readout (AID 1621); West Nile virus-infected cells, CPE inhibition; higher % means a stronger effect; CPE inhibition, % at 10 µM; hits with a dose series show IC50 in µM; actives 0.02% (n = 290,000); in the data active = a potency from the dose series; inconclusive = CPE inhibition mostly from about 3.7% at the one dose, without a potency; inactive = the rest, 99 in 100 with CPE inhibition below about 2.2%; also: strong numbers were not always called active
KOR beta-arrestin-1: KOR antagonists, beta-arrestin recruitment, cell-based, luminescence, uHTS (AID 1778); actives 0.091% (n = 290,000); KOR beta-arrestin recruitment, luminescence, antagonist mode; higher % means a stronger effect; inhibition, % at 10 µM; hits with a dose series show IC50 in µM; in the data active = inhibition above about 50%; also: strong numbers were not always called active
NOD1 inhibition: inhibition of NOD1-driven NF-kB reporter – cell-based, luminescence, uHTS, primary screen (AID 1578) | one-dose inhibition, % at 4 µM; EC50 in µM for titrated hits | actives 1% (n = 290,000) | NOD1-driven NF-kB luciferase reporter cells, luminescence; higher % means a stronger effect; in the data active = inhibition mostly above about 36%, no sharp cut-off; inactive = mostly below about 34%;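 also: HEK-293T reporter cells stimulated with the NOD1 agonist gamma-tri-DAP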
GPR35 arrestin U2OS: GPR35 antagonists blocking zaprinast-driven arrestin recruitment, primary screen, imaging, U2OS, beta-arrestin-GFP, zaprinast agonist (AID 2058); U2OS GPR35 beta-arrestin-GFP translocation imaging, zaprinast antagonism; higher % means a stronger effect; inhibition, % at 10 µM; hits with a dose series show IC50 in µM; actives 0.052% (n = 290,000);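 active = inhibition of at least 50% with at least 30 cells and total cytoplasm GFP at most 10,000,000; inconclusive = under 30 cells or total GFP of 10,000,000 plus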
HIV fusion peptide: cell-free HIV fusion peptide-binding blockers – biochemical, uHTS, fluorescence dequenching, primary screen (AID 1986); cell-free peptide binding, fluorescence dequenching, 30 min; higher % means a stronger effect; one-dose inhibition, % at 20 µM; IC50 in µM for titrated hits; actives 0.3% (n = 290,000); in the data active = inhibition mostly above about 52%, no sharp cut-off; inactive = mostly below about 76%; also: some results filed as inactive read as strong as hits
Dengue-2 NS5 capping: flavivirus cap methylation enzyme inhibition – biochemical, confirmation dose response, primary screen (AID 588689) | inhibition, % at 25 µM; hits with a dose series show IC50 in µM | actives 0.3% (n = 340,000) | Dengue-2 NS5 methyltransferase capping enzyme assay, biochemical; higher % means a stronger effect; in the data active = a potency from the dose series; inconclusive = inhibition above about 29% without an active follow-up result
GPR55 LPI antagonism: GPR55 antagonists blocking LPI-driven arrestin recruitment, primary screen, imaging, U2OS, beta-arrestin-GFP, LPI agonist (AID 2013). U2OS GPR55 beta-arrestin-GFP translocation imaging, LPI antagonism; higher % means a stronger effect. one-dose inhibition, % at 10 µM; IC50 in µM for titrated hits. actives 0.13% (n = 290,000);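 active = spots per cell inhibited over 60%, with over 100 cells counted and total cytoplasm intensity under 500,000; inconclusive = wells with under 100 cells, flagged as likely toxic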;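 also: U2OS cells stably carrying GPR55 and arrestin-GFP stimulated by 5 µM LPI near EC80; imaged beta-arrestin-GFP aggregate spots per cell after agonist stimulation; plate controls were LPI-stimulated DMSO wells for no effect and DMSO wells without LPI for full effect; some results filed as inactive read as strong as hits; confirmed hits need IC50 under 10 µM and bright autofluorescent wells are also inconclusive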
KOR beta-arrestin-2: KOR agonists, beta-arrestin recruitment, primary screen, cell-based, luminescence, uHTS (AID 1777) | KOR beta-arrestin recruitment, luminescence; higher % means a stronger effect | one-dose activation, % at 10 µM; EC50 in µM for titrated hits | actives 0.02% (n = 280,000); in the data active = activation above about 50%, passing the limit was not always enough; also: a part of the inactive calls stands beside numbers as strong as those of hits
Dengue-2 NS5 capping pilot replicate: also measured in Dengue-2 NS5 capping; calls as there; inhibition, %; measured here: pilot screen replicate inhibition
Numbers without * were called inactive; u = inconclusive; x = not tested or not shown; [ ] = remark or other dose. Some of the compounds tested; rates above refer to the full screens.

SMILES	GPR55 beta-arrestin	West Nile virus CPE	KOR beta-arrestin-1	NOD1 inhibition	GPR35 arrestin U2OS	HIV fusion peptide	Dengue-2 NS5 capping	GPR55 LPI antagonism	KOR beta-arrestin-2	others
C[C@@H](C(=O)NCc1ccc(S(C)(=O)=O)cc1)[C@@H]1C[C@@]1(C)[C@@H](NC(=O)OCc1ccccc1)c1ccccc1	-0.3%	-0.2%	-30%	3%	-3%	-2.0%	3%	11%	1.2%
Cn1c(=O)c2c(SCC(=O)N3CCCc4ccccc43)nc(C3CC3)nc2n(C)c1=O	-0.1%	-0.1%	22%	-12%	-8%	-4.4%	-5%	14%	-0.7%
CCOCCCNCc1c(Cl)cccc1Cl	-0.2%	-0.2%	8%	-31%	9%	1.3%	-2%	-6%	-2.0%
Cc1cc(C)cc(NC(=S)/C(=C(\[O-])c2ccc(Cl)cc2Cl)[n+]2ccccc2)c1	1.3%	-0.8%	-6%	-41%	9%	2.0%	-15%	2%	-2.8%
O=C(CC1(O)C(=O)Nc2ccc(Br)cc21)c1ccc2c(c1)OCO2 (centres undefined)	0.6%	0.0%	13%	-6%	-6%	-3.9%	-1%	-1%	x
COc1ccc(CCC(=O)Nc2ccc(C)c([N+](=O)[O-])c2)cc1	-0.3%	-0.9%	19%	-12%	22%	4.0%	-1%	8%	-3.7%
Cc1cccc(N2CCN(C(=O)Cc3ccc(-n4c(=O)[nH]c5ccsc5c4=O)cc3)CC2)c1C	-0.3%	0.0%	0%	-33%	-6%	-3.5%	-4%	14%	-4.4%
CN(C)CCN=Cc1c(O)n(Cc2ccccc2)c(=O)c2ccccc12	-0.3%	-0.1%	7%	-22%	-14%	-1.9%	1%	10%	-7.6%
Cc1ccc(C2N(c3nccs3)C(=O)C3CCCN32)cc1 (centres undefined)	0.2%	1.4%	-20%	20%	-9%	-2.1%	-2%	11%	3.5%
COc1ccc2[nH]c3nc(SCC(=O)Nc4ccc5c(c4)OCO5)nnc3c2c1	-0.1%	0.9%	19%	-65%	8%	-1.3%	3%	-3%	-1.3%
Cc1ccc(/C=N/NC(=O)CCCOc2ccc(Cl)cc2Cl)cc1	0.4%	-0.5%	-20%	-39%	-15%	-0.9%	-1%	-17%	1.0%
Cc1cccc(NC(=O)CC2C(=O)NCCN2C(=S)Nc2ccccc2)c1 (centres undefined)	-0.2%	-0.2%	-11%	x	8%	-2.3%	2%	-4%	-3.2%
CCOC(=O)CN(C(=O)CSc1nnc2c(n1)[nH]c1c(C)cc(C)cc12)c1ccccc1	0.2%	-0.3%	21%	-9%	6%	-1.7%	x	0%	-8.8%
COc1ccc(F)cc1S(=O)(=O)N1CCN(c2ccccn2)CC1	-0.1%	-1.2%	-15%	-29%	8%	-2.0%	-12%	-6%	8.1%
CC(=O)C(Sc1nc(N2CCOCC2)nc(N2CCOCC2)n1)C(=O)Nc1ccccc1 (centres undefined)	0.2%	0.0%	34%	-11%	-2%	1.4%	4%	9%	-5.1%
CCOC(=O)CNC=C(C(=O)OCC)C(=O)OCC	-0.3%	0.3%	-27%	-23%	20%	2.3%	-7%	1%	-1.7%
CC(C)CCNC(=O)CN(C(=O)CCC(=O)Nc1ccccn1)c1ccc(F)c(Cl)c1	0.6%	-0.3%	-12%	10%	4%	-0.7%	-7%	4%	1.9%
O=C(CN(Cc1ccccc1)S(=O)(=O)c1ccc(Br)cc1)NCC1CCCO1 (centres undefined)	0.3%	-0.2%	-9%	-25%	0%	-0.2%	-1%	-12%	1.5%
OCCNC(=S)Nc1ccc2nsnc2c1	0.2%	-0.2%	-12%	-13%	2%	5.4%	23%	4%	-3.8%
O=C(COc1ccc(S(=O)(=O)N2CCOCC2)cc1)NCc1ccco1	-0.2%	1.2%	18%	-5%	-4%	0.7%	0%	1%	-1.7%
Cc1noc(N)c1C(=O)Nc1ccccc1F	0.7%	0.2%	-26%	-33%	8%	-1.4%	8%	9%	2.0%
NS(=O)(=O)c1ccc(NC(=O)COc2cccc3ccccc23)cc1	-0.2%	-0.2%	-22%	-22%	0%	0.1%	7%	5%	2.4%
O=C(CSc1nnc2n1CCCN2)c1ccccc1	-0.1%	0.0%	4%	-2%	7%	-0.9%	x	4%	-2.1%
CCC(=O)NC(c1ccccc1)c1nc2ccccc2[nH]1 (centres undefined)	-0.1%	-0.2%	-92%	21%	-8%	-0.5%	6%	-11%	2.0%
O=C(NC1CCN(S(=O)(=O)c2ccc(Cl)c(F)c2)CC1)c1cccnc1	0.6%	-1.3%	8%	-35%	2%	0.6%	-3%	5%	2.4%
Cc1ccccc1NC(=O)COC(=O)c1ccc(S(C)(=O)=O)c([N+](=O)[O-])c1	-0.1%	-0.2%	54%*[20 µM]	x	-13%	-0.8%	-39%	-5%	-5.1%
O=C(CSc1nc2ccccc2c(=O)n1CCCN1CCOCC1)c1c[nH]c2ccccc12	0.2%	-0.8%	-46%[20 µM]	41%	-6%	-1.5%	-5%	2%	3.1%
O=C(Nc1ccnn1C1CCN(C2CCCC2)CC1)c1ccccc1	-0.1%	0.1%	38%	-6%	16%	0.4%	-1%	15%	-6.4%
CC(C)Oc1ccc(C(=O)Nc2c3c(nn2-c2ccccc2)CS(=O)(=O)C3)cc1	-0.2%	-0.5%	38%	-17%	9%	2.5%	4%	12%	-1.6%
CCn1nnnc1SCCSc1nnnn1CC	0.2%	0.7%	-13%	2%	23%	-0.5%	-2%	2%	-4.3%
COc1ccc(NCC(=O)N/N=C(\C)c2cc3ccccc3o2)cc1	0.0%	-0.6%	-30%	-16%	-6%	-3.3%	-9%	-4%	3.3%
CCC(=O)Nc1cc(-c2nn3c(C)nnc3s2)ccc1C	0.3%	-0.3%	3%	-5%	-5%	-3.4%	5%	3%	-1.5%
O=C(C1CCCO1)N1CCN(C(=S)Nc2ccc(F)c(Cl)c2)CC1 (centres undefined)	-0.2%	-0.7%	27%	0%	16%	-1.9%	-12%	4%	-2.4%
CC1CCCC(C)N1C(=O)CSc1nccc(=O)[nH]1 (centres undefined)	-0.3%	0.3%	-44%[20 µM]	9%	-2%	0.8%	-3%	5%	0.3%
CCS(=O)(=O)NCCc1csc(-c2cccnc2)n1	0.6%	0.0%	18%	-9%	-6%	-1.6%	-6%	-10%	-2.4%
O=C(CNC(c1ccccc1)c1ccccc1)Nc1ccccc1Br	0.0%	-0.2%	19%	-10%	-16%	2.4%	-2%	-3%	-2.2%
O=C(/C=C/c1cccnc1)c1ccc([N+](=O)[O-])cc1	0.2%	-0.5%	23%	-9%	-1%	-1.2%	-21%	8%	1.3%
COc1ccccc1CNC(=S)NC1CCCC1	-0.1%	x	18%	-16%	8%	2.1%	6%	3%	2.0%
CCN(C(=O)C(C)OC(=O)C1C(C(=O)OC)=C(C)NC(C)=C1C(=O)OC)c1ccccc1 (centres undefined)	-0.2%	0.3%	9%	1%	-20%	1.4%	-5%	1%	-7.3%
O=C(NCCC1=CCCCC1)c1c(O)nc2ccccn2c1=O	0.6%	-0.5%	-2%	-15%	7%	-0.6%	-13%	2%	-4.4%
COc1cccc(CNC(=O)c2cc(S(=O)(=O)N3CCCC3)cn2C)c1	-0.1%	0.1%	-12%[20 µM]	49%	-6%	5.4%	-1%	-5%	-5.4%
CCOC(=O)C1CCN(c2ccccc2CN2CCN(c3ccccc3OCC)CC2)CC1	-0.1%	-1.7%	12%	-7%	0%	-1.8%	-7%	3%	-0.7%
Cc1ccccc1N1CCN(C2CCCN(C(=O)CCc3c(C)noc3C)C2)CC1 (centres undefined)	-0.1%	-1.3%	-25%	-13%	-1%	-0.8%	-1%	-8%	5.2%
O=C(NCCc1ccccc1)c1ccc(Cl)c([N+](=O)[O-])c1	0.0%	0.6%	-20%	-27%	-8%	-0.8%	-2%	6%	11%
COC(=O)c1ccccc1NC(=O)c1onc(C)c1Cl	0.5%	1.6%	34%	-7%	-5%	0.9%	4%	2%	-0.7%
COC(=O)c1cc(NC(=O)c2cc(-c3ccc(OC)cc3)oc2C(F)(F)F)ccc1N1CCOCC1	0.0%	0.2%	-5%	4%	-21%	-0.8%	-13%	6%	3.6%
CCCOC1CCCN(C(=O)c2ccc(OC)c(OC3CCN(C(C)C)CC3)c2)C1 (centres undefined)	0.2%	-0.2%	6%	-22%	0%	-0.5%	-1%	4%	4.7%
NS(=O)(=O)c1cc(C(=O)N=Nc2c(O)[nH]c3ccccc23)ccc1Cl	-0.2%	1.0%	13%	4%	-4%	-2.2%	-6%	-17%	-4.2%
O=C(NCc1ccc(N2CCCC2=O)cc1)c1cn(Cc2ccccc2)nn1	-0.2%	0.4%	12%	6%	2%	-3.0%	4%	-2%	1.7%
Cn1cc(Br)c(-c2cccc(N3C(=O)CC(C)(C)CC3=O)c2)n1	0.0%	u	x	1%	6%	-1.1%	-7%	-6%	-1.4%
CCC(=O)NC(=S)Nc1c(C)cc(Br)cc1C	-0.1%	-1.5%	28%	6%	-2%	12%	x	-2%	-1.4%
COc1cccc(CN(C)CC(=O)NC(=O)NCc2ccccc2)c1	-0.1%	-0.5%	32%	-7%	-3%	-0.4%	-12%	3%	-3.4%
Cc1cccc(N2CCN(S(=O)(=O)c3cn(C)cn3)CC2)c1C	-0.2%	-0.6%	-9%	11%	15%	1.4%	-5%	-15%	-2.3%
O=C(Oc1ccccc1Cl)c1ccc(-n2cncn2)nc1	-0.1%	0.3%	-6%	0%	2%	-1.4%	-16%	3%	0.8%
Oc1ccc(O)c(-c2cnns2)c1	-0.1%	0.2%	-2%	2%	-11%	4.0%	-12%	15%	0.1%
COc1ccc(N2CCN(C(=S)Nc3ccc(OC)cc3OC)CC2)cc1	-0.2%	0.2%	-25%[20 µM]	-36%	5%	0.1%	6%	-15%	-2.5%
Cc1ccc(S(=O)(=O)N2CCN(C(=O)c3ccc4c(c3)OCO4)CC2)cc1	-0.1%	-0.7%	-32%	-26%	-1%	-0.7%	2%	-4%	0.2%
CCCCN(CC)CCNS(=O)(=O)c1ccc2c(c1)oc(=O)n2C	0.1%	0.1%	-2%	10%	2%	0.7%	-4%	8%	-1.9%	Dengue-2 NS5 capping pilot replicate=-4.9

Assay outcomes as filed in PubChem BioAssay.
